# RGS8-Gao reg: modulates binding of RGS8 to human Galphao; P09471; multiplexed bead flow cytometry; actives lie on both sides; response (percent of control binding), % at 10 µM; 0.34% of 220,000 active; in the data active = response below about 60% or above about 140%; inactive = in between;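 note: Galphao activated as the GDP aluminium fluoride complex binding bead-coupled RGS8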
# Target sequence (P09471 whole entry, looked up): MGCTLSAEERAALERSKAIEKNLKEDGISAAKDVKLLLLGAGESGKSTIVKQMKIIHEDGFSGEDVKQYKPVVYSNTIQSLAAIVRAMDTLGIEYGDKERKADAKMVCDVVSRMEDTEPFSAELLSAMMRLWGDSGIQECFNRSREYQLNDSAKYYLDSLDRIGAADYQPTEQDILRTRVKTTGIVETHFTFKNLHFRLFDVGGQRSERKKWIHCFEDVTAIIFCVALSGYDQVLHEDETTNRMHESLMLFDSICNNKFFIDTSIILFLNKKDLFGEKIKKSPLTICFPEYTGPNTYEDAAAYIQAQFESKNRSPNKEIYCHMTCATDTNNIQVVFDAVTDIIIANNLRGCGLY
# Bcl-XL Bim block: human Bim-Bcl-XL interaction inhibition; Bim peptide-Bcl-XL binding, bead flow cytometry, fluorescence; 0.04% of 190,000 active; AID 1007; inhibition, % at 10 µM
# Mcl1 Bid PPI: disrupts binding of human Mcl-1 to Bid peptide; Q07820; TR-FRET Mcl-1/Bid-Dy647 peptide binding, 1536-well; inhibition, % at 21.7 µM; 0.97% of 220,000 active; AID 1021;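 active = compounds that cut the binding signal by more than half at the single screening dose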;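 note: His-tagged Mcl-1 with europium anti-His antibody binding Bid BH3 peptide; 0% = Mcl-1 plus peptide wells and 100% = peptide-only wells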
# Target sequence (Q07820 whole entry, looked up): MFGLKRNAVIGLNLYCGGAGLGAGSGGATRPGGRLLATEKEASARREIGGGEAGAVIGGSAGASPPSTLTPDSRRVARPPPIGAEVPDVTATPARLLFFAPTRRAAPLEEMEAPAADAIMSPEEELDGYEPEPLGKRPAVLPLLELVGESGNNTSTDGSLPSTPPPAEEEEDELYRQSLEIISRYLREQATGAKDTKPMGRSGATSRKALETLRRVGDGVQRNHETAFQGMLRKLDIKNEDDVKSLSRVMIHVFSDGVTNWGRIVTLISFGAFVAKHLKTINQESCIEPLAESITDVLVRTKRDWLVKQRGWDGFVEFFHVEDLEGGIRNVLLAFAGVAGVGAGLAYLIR
# RGS4-Gao reg: modulates binding of RGS4 to human Galphao; Multiplexed bead flow cytometry; actives lie on both sides; binding response (% of control), % at 10 µM; 0.33% of 220,000 active; in the data active = binding response below about 49% or above about 150%; inactive = in between;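 note: fluorescent Galphao activated with aluminum fluoride binding bead-coupled RGS4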
# GSH bead fluor: GSH bead compound fluorescence profile | GSH beads flow cytometry, compound fluorescence 488/530 nm; hits give high values | fluorescence (KMESF) at 10 µM | 0.25% of 190,000 active; in the data active = fluorescence above about 89;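 note: glutathione beads carrying GST-tagged Bcl family fusion proteins plus one bare bead set; values are compound well signal with DMSO vehicle wells as background; inactives centre near 16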
# Bim-Mcl-1: disrupts Bim peptide binding to human Mcl-1; Bead-based flow cytometry, Bim peptide-Mcl-1 binding; inhibition, % at 10 µM; 0.1% of 190,000 active; AID 1009;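 note: 0% = no compound tracer wells and 100% = peptide blocker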
# Bim-Bcl-B: inhibitors of Bim-Bcl-B interaction, human; Q9HD36; bead-based flow cytometry, Bim peptide-Bcl-B binding; inhibition, % at 10 µM; 0.073% of 190,000 active; AID 951;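 note: 0% = tracer peptide without compound and 100% = reference inhibitor peptide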
# Target sequence (Q9HD36 whole entry, looked up): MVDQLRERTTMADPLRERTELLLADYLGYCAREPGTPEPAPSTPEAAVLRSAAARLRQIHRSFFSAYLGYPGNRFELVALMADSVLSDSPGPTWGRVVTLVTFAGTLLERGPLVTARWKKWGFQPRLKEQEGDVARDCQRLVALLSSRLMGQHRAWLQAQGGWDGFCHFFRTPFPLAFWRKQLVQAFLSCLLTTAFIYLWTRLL
# RGS7-Gao reg: modulates binding of RGS7 to human Galphao | P09471 | Multiplexed bead flow cytometry; actives lie on both sides | binding response (% of control), % at 10 µM | 0.35% of 220,000 active | AID 1439; in the data active = binding response below about 49% or above about 150%;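 note: fluorescent Galphao held in activated GDP-AlF4 state binding bead-coupled RGS7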
# Bfl-1 Bim block: inhibitors of Bim-Bfl-1 interaction, human. AID 1008. inhibition, % at 10 µM. 0.12% of 190,000 active. Bead-based flow cytometry, Bim-Bfl-1 binding inhibition;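 note: 0% = wells without compound plus tracer and 100% = blocker peptide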
# Bim-Bcl-W: disrupts Bim peptide binding to human Bcl-W; Q92843; inhibition, % at 10 µM; 0.02% of 190,000 active; AID 952; bead-based flow cytometry;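 note: 0% = bound tracer without compound and 100% = peptide blocker; higher means less fluorescent Bim peptide bound to Bcl-W beads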
# Bcl-2 Bim block: inhibitors of Bim-Bcl-2 interaction, human | Bead-based flow cytometry, Bim peptide-Bcl-2 binding | inhibition, % at 10 µM | 0.06% of 190,000 active | AID 950; in the data active = inhibition above about 40%;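 note: 0% = no compound wells with probe peptide and 100% = reference peptide inhibitor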
# * marks the source's active call; other numbers are inactive results. Cut-off read from the data, not from the text of the source, unless noted: active = inhibition above about 40%. Compounds were not picked by outcome. Share with any hit: about 1.8%.
1: O=S(=O)(NCc1cccnc1)c1ccc2c(c1)OCCO2
2: CCN(CC)S(=O)(=O)c1ccc(NC(=O)c2cc(C(=O)OC)cc([N+](=O)[O-])c2)cc1
3: Cc1cc(C)c2c(=O)c3c(oc2c1)C(=O)N(CCO)C3c1cccc(O)c1 (stereo not drawn)
4: CC(OC(=O)COc1ccccc1[N+](=O)[O-])C(=O)Nc1ccc(N2CCOCC2)cc1 (stereo not drawn)
5: CCOC(=O)N1CCN(C(=O)C2CCN(S(=O)(=O)c3c(C)cc(C)cc3C)CC2)CC1
6: C=CCSc1nnc(CNC(=O)c2ccc(Cl)cc2)n1CC
7: CCCCn1c(SCC(=O)NC(C)(C)C)nnc1-c1ccco1
8: Cc1ccc2cc(CN(CC3CCCO3)C(=O)NC3CCCCC3)c(=O)[nH]c2c1C (stereo not drawn)

screen / no.	1	2	3	4	5	6	7	8
RGS8-Gao reg	101.2	103.6	99.5	103.0	96.9	101.7	97.2	101.7
Bcl-XL Bim block	-6.0	-12.0	0.0	1.0	-8.0	0.0	-3.0	-3.0
Mcl1 Bid PPI	-2.4	-10.8	-58.3	-28.3	0.5	0.3	-9.5	11.7
RGS4-Gao reg	100.7	102.7	102.8	102.0	94.0	101.3	98.2	101.3
GSH bead fluor	12	18	22	12	26	12	23	25
Bim-Mcl-1	-4.0	-4.0	-1.0	-1.0	-1.0	-1.0	-2.0	0.0
Bim-Bcl-B	-6.0	-5.0	-1.0	-3.0	-5.0	-4.0	-8.0	-7.0
RGS7-Gao reg	100.5	107.8	98.5	99.0	91.5	103.5	98.7	97.0
Bfl-1 Bim block	-1.0	1.0	-2.0	-4.0	0.0	0.0	-11.0	-14.0
Bim-Bcl-W	-5.0	-7.0	0.0	-1.0	-5.0	2.0	-1.0	-1.0
Bcl-2 Bim block	-2.0	2.0	-2.0	0.0	0.0	1.0	-4.0	-11.0

9: Cc1ccc2[nH]c(-c3cccc(N)c3)cc2c1
10: O=C(CCCCCn1c(=S)[nH]c2cc3c(cc2c1=O)OCO3)N1CCN(C2CCCCC2)CC1
11: Cn1c(SCc2ccc(Cl)cc2)nnc1C1CC1
12: COc1cccc(-n2nc3c(=O)n(Cc4ccccc4Cl)nc(C)c3c2C)c1
13: CCC(=O)Nc1ccc(C(=O)NNC(=O)c2cc(OC)c(OC)c(OC)c2)cc1
14: CCOC(=O)Cn1c(=O)c2c(nc(N3CCOCC3)n2C)n(C)c1=O
15: CC(=O)c1ccccc1NC(=O)Cn1c(=O)cnc2ccccc21
16: CC(C)N(Cc1cnn(C)c1)Cc1nc(-c2ccc(Cl)cc2)no1

screen / no.	9	10	11	12	13	14	15	16
RGS8-Gao reg	99.0	88.2	100.4	100.3	102.5	100.4	100.1	102.0
Bcl-XL Bim block	-5.0	0.0	-1.0	-13.0	0.0	-1.0	-3.0	-3.0
Mcl1 Bid PPI	-26.5	-54.9	-13.8	2.9	-10.9	-52.4	-16.8	-30.0
RGS4-Gao reg	97.5	80.0	102.5	95.6	100.4	100.4	102.0	104.4
GSH bead fluor	18	6	14	9	13	15	6	12
Bim-Mcl-1	-3.0	1.0	-1.0	-5.0	-2.0	0.0	-3.0	4.0
Bim-Bcl-B	-3.0	-4.0	-2.0	-6.0	-8.0	-5.0	-2.0	-3.0
RGS7-Gao reg	97.2	82.0	101.8	103.5	98.0	99.9	102.3	101.5
Bfl-1 Bim block	1.0	-9.0	-1.0	-18.0	-2.0	-13.0	2.0	-5.0
Bim-Bcl-W	-5.0	4.0	2.0	-5.0	0.0	3.0	0.0	0.0
Bcl-2 Bim block	-4.0	-2.0	-2.0	-6.0	-4.0	-5.0	-3.0	-4.0

17: O=C1CC(c2ccc(Cl)cc2)CC(O)=C1C=NCc1ccc(Cl)c(Cl)c1 (stereo not drawn)
18: Cc1nc2ccccn2c1C(=O)N/N=C/c1cc(C)n(-c2ccc(Cl)cc2)c1C
19: COc1cc(NC(=O)Cc2cccs2)c(C(=O)O)cc1OC
20: NC(=S)Nc1cc2ccccc2c2ccccc12
21: CCC(=O)Nc1nnc(Sc2ccc(N(C)C)cc2)s1
22: O=C1C2ON(c3ccccc3)C(c3cccnc3)C2C(=O)N1c1ccccc1 (stereo not drawn)
23: Cc1cc(C)c2c(N)c(S(=O)(=O)Cc3ccccc3)sc2n1
24: Oc1ccc(-c2[nH]ncc2-c2ccc(Cl)cc2)c(O)c1

screen / no.	17	18	19	20	21	22	23	24
RGS8-Gao reg	102.2	101.1	100.2	99.4	95.7	102.0	100.7	108.9
Bcl-XL Bim block	-1.0	-3.0	-2.0	-2.0	-3.0	-9.0	-5.0	-1.0
Mcl1 Bid PPI	4.6	-27.9	-20.9	-75.9	-44.1	-6.1	-27.0	-12.6
RGS4-Gao reg	102.4	99.8	101.5	95.9	96.4	100.4	99.3	97.1
GSH bead fluor	32	20	11	14	62	39	24	25
Bim-Mcl-1	1.0	-2.0	1.0	-1.0	-2.0	-1.0	-1.0	-2.0
Bim-Bcl-B	-5.0	-6.0	-1.0	-7.0	-3.0	-5.0	0.0	-2.0
RGS7-Gao reg	99.8	99.5	100.6	93.5	98.5	99.4	95.7	104.3
Bfl-1 Bim block	-6.0	3.0	-4.0	4.0	0.0	-7.0	1.0	-4.0
Bim-Bcl-W	-3.0	0.0	-1.0	-2.0	-1.0	-2.0	-2.0	-2.0
Bcl-2 Bim block	-4.0	3.0	0.0	1.0	-3.0	-4.0	3.0	-3.0

25: COCCNC(=S)NN=C1CCCCCC1
26: CC(C)c1ccc(NC(=O)NC2CCCCC2)cc1
27: NC(=O)[C@@H]1CCNc2c(I)cc([N+](=O)[O-])cc2C(=O)N[C@@H](CCC(=O)O)C(=O)N[C@@H](CO)C(=O)N1
28: Cc1cccc(Cn2c(=O)n(CCCC(=O)NCc3ccco3)c(=O)c3ccccc32)c1
29: Cc1nn(CC(=O)OCCOc2ccc(Br)cc2)c(C)c1[N+](=O)[O-]
30: Cc1cnc(C(=O)Nc2cc(S(=O)(=O)N3CCOCC3)ccc2N2CCN(C)CC2)cn1
31: O=C(CCc1c[nH]c2ccccc12)NC1CC1
32: O/N=C/c1ccc2ccccc2c1

screen / no.	25	26	27	28	29	30	31	32
RGS8-Gao reg	103.2	95.7	133.8	100.8	102.3	98.9	95.9	100.6
Bcl-XL Bim block	-1.0	-3.0	8.0	-4.0	-3.0	-3.0	-2.0	-2.0
Mcl1 Bid PPI	-19.4	-17.5	16.8	-5.5	-5.5	-19.4	-13.2	-26.7
RGS4-Gao reg	100.0	84.8	108.4	99.7	93.0	93.2	96.2	99.4
GSH bead fluor	14	29	25	21	27	9	10	25
Bim-Mcl-1	0.0	-3.0	7.0	-9.0	-2.0	-10.0	-4.0	0.0
Bim-Bcl-B	-2.0	-2.0	9.0	-9.0	-8.0	2.0	-3.0	-2.0
RGS7-Gao reg	101.6	95.6	98.7	100.0	91.7	97.2	95.0	99.4
Bfl-1 Bim block	-4.0	-2.0	11.0	-2.0	-3.0	4.0	0.0	-6.0
Bim-Bcl-W	1.0	-3.0	8.0	-3.0	0.0	0.0	0.0	1.0
Bcl-2 Bim block	-1.0	-4.0	5.0	-6.0	-1.0	11.0	1.0	0.0

33: COC(=O)CSc1nnc(CNc2nc(-c3ccccc3)cs2)n1C
34: c1ccc2oc(-c3[nH]ncc3CN(Cc3ccncc3)CC3CCCO3)cc2c1 (stereo not drawn)
35: CC(NS(=O)(=O)c1ccc(F)cc1)C(=O)NCc1ccncc1 (stereo not drawn)
36: COc1ccc(C2(C(=O)N3CCOCC3)CCOCC2)cc1OC
37: Cc1cccc(NC(=O)C2CCN(S(=O)(=O)c3cccs3)CC2)n1
38: Cc1c(NC=C(C#N)C#N)c(=O)n(-c2ccccc2)n1C
39: Cc1ccc(CNC(=O)CCn2nc(-c3ccc(Cl)cc3)ccc2=O)cc1
40: Cc1ccc(C)c(Cn2c(C(C)O)nc3ccccc32)c1 (stereo not drawn)

screen / no.	33	34	35	36	37	38	39	40
RGS8-Gao reg	101.1	104.4	111.6	102.7	99.7	100.4	84.1	103.8
Bcl-XL Bim block	-2.0	-1.0	-2.0	0.0	-6.0	3.0	-2.0	-1.0
Mcl1 Bid PPI	-16.9	-22.0	-34.9	-11.4	-14.6	-43.6	-39.6	-6.1
RGS4-Gao reg	98.7	103.0	107.4	103.1	98.9	102.5	90.8	100.6
GSH bead fluor	16	16	44	33	24	8	12	23
Bim-Mcl-1	-1.0	0.0	-4.0	0.0	-6.0	-2.0	-3.0	1.0
Bim-Bcl-B	-6.0	-5.0	-3.0	-5.0	-4.0	-1.0	-1.0	1.0
RGS7-Gao reg	99.5	103.1	109.3	97.9	99.1	101.3	91.7	98.8
Bfl-1 Bim block	0.0	-4.0	-13.0	-14.0	-2.0	1.0	-1.0	0.0
Bim-Bcl-W	1.0	-5.0	2.0	0.0	2.0	2.0	-3.0	-1.0
Bcl-2 Bim block	0.0	0.0	-10.0	-4.0	-4.0	1.0	-1.0	-2.0

41: CC1=CC(c2ccc(Cl)cc2)n2nc(NS(=O)(=O)c3ccc(C)cc3)nc2N1 (stereo not drawn)
42: CCN(CC)S(=O)(=O)c1ccc(N2CCCC2)c(C(=O)OCC(=O)/C(C#N)=C(\C)N)c1
43: Cc1cnc(C(=O)N2CCCC(C(=O)c3ccc(C(F)(F)F)cc3)C2)cn1 (stereo not drawn)
44: CCOC(=O)c1cc(C)sc1NC(=O)CCC(=O)O
45: CCC(=O)Nc1ccc(C(=O)NNC(=O)COc2cc(C)ccc2C)cc1

screen / no.	41	42	43	44	45
RGS8-Gao reg	94.6	102.1	103.0	98.8	93.6
Bcl-XL Bim block	0.0	-5.0	0.0	-2.0	2.0
Mcl1 Bid PPI	-20.0	-19.1	3.1	-15.4	-18.1
RGS4-Gao reg	95.7	103.6	102.2	98.0	92.0
GSH bead fluor	4	28	12	5	17
Bim-Mcl-1	6.0	0.0	0.0	2.0	-3.0
Bim-Bcl-B	1.0	-7.0	-1.0	-2.0	8.0
RGS7-Gao reg	96.3	108.7	107.0	92.7	92.5
Bfl-1 Bim block	-8.0	-10.0	-5.0	-11.0	13.0
Bim-Bcl-W	3.0	3.0	-1.0	1.0	5.0
Bcl-2 Bim block	0.0	-10.0	-2.0	-1.0	8.0

# 3 structures from above, ordered by length of the SMILES, highest first.
41: CC1=CC(c2ccc(Cl)cc2)n2nc(NS(=O)(=O)c3ccc(C)cc3)nc2N1 (stereo not drawn)
40: Cc1ccc(C)c(Cn2c(C(C)O)nc3ccccc32)c1 (stereo not drawn)
44: CCOC(=O)c1cc(C)sc1NC(=O)CCC(=O)O

screen / no.	41	40	44
RGS8-Gao reg	94.6	103.8	98.8
Bcl-XL Bim block	0.0	-1.0	-2.0
Mcl1 Bid PPI	-20.0	-6.1	-15.4
RGS4-Gao reg	95.7	100.6	98.0
GSH bead fluor	4	23	5
Bim-Mcl-1	6.0	1.0	2.0
Bim-Bcl-B	1.0	1.0	-2.0
RGS7-Gao reg	96.3	98.8	92.7
Bfl-1 Bim block	-8.0	0.0	-11.0
Bim-Bcl-W	3.0	-1.0	1.0
Bcl-2 Bim block	0.0	-2.0	-1.0

# Entries of single compounds, looked up by structure. Order of values: RGS8-Gao reg | Bcl-XL Bim block | Mcl1 Bid PPI | RGS4-Gao reg | GSH bead fluor | Bim-Mcl-1 | Bim-Bcl-B | RGS7-Gao reg | Bfl-1 Bim block | Bim-Bcl-W | Bcl-2 Bim block
# Cc1c(NC=C(C#N)C#N)c(=O)n(-c2ccccc2)n1C in the list: 100.4 | 3.0 | -43.6 | 102.5 | 8 | -2.0 | -1.0 | 101.3 | 1.0 | 2.0 | 1.0
# O=C1C2ON(c3ccccc3)C(c3cccnc3)C2C(=O)N1c1ccccc1 (stereo not drawn) in the list: 102.0 | -9.0 | -6.1 | 100.4 | 39 | -1.0 | -5.0 | 99.4 | -7.0 | -2.0 | -4.0

# Assay outcomes from PubChem.
